ERAP1 HTS inh: ERAP1 (human) enzyme inhibition; inhibition, % at 10.7 µM; Q9NZ08; actives 0.15% (n = 340,000); AID 652197; recombinant ERAP1, Leu-AMC fluorescence, 60 min;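 active means mean replicate inhibition of at least 30%, or all replicates individually reaching that 30% level; inactive means mean below 30% and not every replicate reaching it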;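 further: 0% = neutral control wells and 100% = L-leucinethiol positive control wells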
SIRT5 block: sirtuin-5 (human) deacylase inhibition; Q9NXA8; Purified SirT5, succinyl-peptide AMC, trypsin-coupled fluorescence; inhibition, % at 15 µM; actives 1.1% (n = 330,000); AID 652115; in the data active means inhibition above about 15%; inconclusive means no clear call, values can overlap the other calls
Target sequence (Q9NXA8 whole entry, looked up): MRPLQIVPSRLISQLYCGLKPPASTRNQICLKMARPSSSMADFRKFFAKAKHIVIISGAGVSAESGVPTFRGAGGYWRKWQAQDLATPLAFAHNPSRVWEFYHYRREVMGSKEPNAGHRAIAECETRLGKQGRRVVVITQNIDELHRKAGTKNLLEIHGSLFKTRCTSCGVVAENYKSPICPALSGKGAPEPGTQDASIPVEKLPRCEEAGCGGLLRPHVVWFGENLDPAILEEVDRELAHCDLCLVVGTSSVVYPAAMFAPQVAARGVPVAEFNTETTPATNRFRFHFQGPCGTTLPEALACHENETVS
CFTR F508del cor: correctors of CFTR F508del function in bronchial epithelial cells. activity (quench increase), % at 7.58 µM. actives 0.36% (n = 350,000). CFBE cells, YFP halide quenching; stimulated with forskolin plus potentiator P3; % fluorescence drop versus neutral controls;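 active means mean added fluorescence quench of at least 8% versus neutral control, with both replicates also reaching 8%; inconclusive means only one of the mean or replicate conditions met; inactive means mean below 8% and not both replicates reaching 8%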;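 further: cells transiently co-express mutant CFTR-F508del with the halide-sensitive YFP; corrector assay measuring rescue of mutant channel to the surface after 24 h compound exposure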
miR122 inh: miR-122 inhibition in Huh7 cells. Huh7 miR-122 Renilla luciferase sensor, 48 h; neutral wells = 0, positive control = 100. activation (reporter increase), % at 12.5 µM. actives 0.3% (n = 340,000). AID 602342;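 active means mean replicate activation score at least 90 and every replicate individually at or above 90; inconclusive means only one of the two criteria met; inactive means neither criterion met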;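 further: higher luciferase means less miR-122 activity so hits act as miR-122 inhibitors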
CASP6 VEID inh: inhibitors of human caspase-6 | inhibition, % at 12.5 µM | P55212 | purified caspase-6, Z-VEID-R110 cleavage fluorescence | actives 0.53% (n = 350,000) | AID 686996;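 active means mean inhibition across replicates at least about 35%, with every replicate also reaching that limit, limit read from the data; inconclusive means only one of the two criteria met; inactive means neither criterion met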;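 further: 0% = median of neutral control wells and 100% = no fluorescence left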
Target sequence (P55212 24-179 limits assumed): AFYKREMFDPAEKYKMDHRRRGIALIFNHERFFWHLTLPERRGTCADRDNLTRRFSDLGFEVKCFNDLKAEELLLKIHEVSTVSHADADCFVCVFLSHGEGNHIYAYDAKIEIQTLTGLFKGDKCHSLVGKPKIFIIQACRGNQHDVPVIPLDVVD
Target sequence (P55212 194-293 limits assumed): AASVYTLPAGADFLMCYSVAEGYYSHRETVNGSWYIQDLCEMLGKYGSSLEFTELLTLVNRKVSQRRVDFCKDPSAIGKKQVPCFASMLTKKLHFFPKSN
ERp5 block: blocks human ERp5 reductase activity on insulin; Q15084; ERp5 insulin aggregation, absorbance 650 nm, 90 min; inhibition, % at 9.99 µM; actives 0.05% (n = 350,000); AID 651711;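 active means mean replicate inhibition above about 25%, with every replicate also reaching it, limit read from the data, passing the limit was not always enough; inconclusive means only one of those two criteria met; inactive means neither criterion met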
Target sequence (Q15084 whole entry, looked up): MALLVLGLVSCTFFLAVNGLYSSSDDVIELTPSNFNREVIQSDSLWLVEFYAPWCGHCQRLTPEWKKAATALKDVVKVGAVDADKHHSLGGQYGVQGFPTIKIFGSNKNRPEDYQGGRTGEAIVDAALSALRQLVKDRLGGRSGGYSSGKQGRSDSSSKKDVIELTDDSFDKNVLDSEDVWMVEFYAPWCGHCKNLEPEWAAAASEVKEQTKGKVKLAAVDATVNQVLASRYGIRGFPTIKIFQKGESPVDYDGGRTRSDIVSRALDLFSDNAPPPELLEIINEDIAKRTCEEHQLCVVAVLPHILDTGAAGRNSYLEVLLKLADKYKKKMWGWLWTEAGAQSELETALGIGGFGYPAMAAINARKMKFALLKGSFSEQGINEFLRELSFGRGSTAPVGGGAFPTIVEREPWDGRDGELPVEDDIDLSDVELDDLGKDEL
DENV2 CPE: inhibitors of DENV2 cytopathic effect | DENV2-infected cells, cytopathic effect rescue, plate reader | CPE inhibition, % at 9.99 µM | actives 1.7% (n = 350,000); in the data active means CPE inhibition above about 20%, passing the limit was not always enough; inconclusive means no clear call, values can overlap the other calls; tested in BHK-21 cells;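 further: 0% = median of neutral control wells and 100% = median of positive control wells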
Active calls of the source: *; ? = inconclusive; . = no result given; [ ] = another dose, or the depositor's remark.

DENV2 CPE	CFTR F508del cor	ERp5 block	miR122 inh	CASP6 VEID inh	ERAP1 HTS inh	SIRT5 block	Compound
1.6	-2.4	1.1	-6.1	-2.8	-1.3	1.3	O=C(O)C1CCCCC1C(=O)NCc1ccc2c(c1)OCO2 (configuration not stated)
-1.9	-2.5	-5.5	-4.8	0.4	-0.1	-4.0	Cc1cc(OCC(=O)Nc2c(C(C)C)cccc2C(C)C)no1
-1.4	0.0	-0.4	-8.1	3.6	5.5	-6.2	CC(Sc1nnc(-c2cccs2)n1N)C(=O)NCC1CCCO1 (configuration not stated)
-7.9	0.1	2.1	.	2.0	-4.6	2.6	CN(C)C(=O)CCc1ccc2c3c([nH]c2c1)[C@]1(CCC2CCCC2)[C@@H](C(=O)N2CCOCC2)C[C@H](CC(=O)NCCC2=CCCCC2)C(=O)N1CC3
5.1	2.2	-10.9	-7.2[16.7 µM]	1.9	0.9	-7.0	COc1ccc(NC(=O)Nc2cccc3c2O[C@@H](CN(C)S(C)(=O)=O)[C@@H](C)CN([C@@H](C)CO)C3=O)cc1
0.0	-0.7	-6.3	-1.5	-79.8	-2.3	-1.4	CCC1=C(c2ccc(C)cc2)S(=O)(=O)N=C1N1CCC(C(=O)NCCCN2CCCCC2C)CC1 (configuration not stated)
17.6	3.1	17.5	.	47.7*	1.6	-6.8	C[C@H](CO)N1C[C@H](C)[C@@H](CN(C)C(=O)Nc2ccc(C(F)(F)F)cc2)Oc2ncc(/C=C/c3ccccc3)cc2C1=O
6.8	-0.3	0.5	-0.6	6.5	-2.5	3.0	CC1CCc2c(sc(NC(=O)COC(=O)c3ccc(NC(=O)CC#N)cc3)c2C#N)C1 (configuration not stated)
-4.1	0.6	-0.2	-6.7	0.5	1.0	0.5	CCOC(=O)C1CCN(S(=O)(=O)c2ccc(Cl)s2)CC1
.	.	3.7	-0.7	-3.1	2.1	0.8	Cn1sc(NC(=O)c2ccc(Cl)cc2)nc1=O
-2.8	-2.8	-5.2	.	-1.0	-1.6	-0.4	C=CCN1C(=O)/C(=C/c2ccc(OC(C)=O)c(OCC)c2[N+](=O)[O-])SC1=S
2.4	0.0	-0.5	-9.4	-3.8	-3.7	-2.0	COc1ccccc1N1CCN(/N=C(\C)c2ccccc2O)CC1
-6.4	1.3	2.6	5.0	.	0.1	1.7	COc1ccccc1C(=O)Nc1nc2ccccc2[nH]1
16.3	0.5	5.7	-5.4[16.7 µM]	-1.4	-1.2	.	C[C@@H]1CN([C@@H](C)CO)C(=O)c2cccc(N(C)C)c2O[C@H]1CN(C)Cc1ccc(Oc2ccccc2)cc1
2.1	-2.3	-0.4	-2.7	3.8	0.9	0.4	CC(=O)Nc1ccc(/C=C/C(=O)c2ccc3c(c2)OCCO3)cc1
-5.2	-3.8	-12.9	.	7.8	-1.1	-2.3	O=C(CSc1nnc2ccc(-c3ccc(F)cc3)nn12)NCC1CCCO1 (configuration not stated)
6.4	.	-7.0	.	1.0	-3.5	-1.9	C=CCn1c(SCC(=O)c2[nH]c(C)c(C(=O)OCC)c2C)nc2scc(-c3ccccc3)c2c1=O
1.8	-1.1	-2.1	7.7	2.9	0.0	-11.5	COc1cccc(CNC(=O)CCCn2ccc3cc(S(=O)(=O)N4CCCC4)ccc32)c1
-7.4	1.2	-0.9	-1.6[16.7 µM]	-0.5	-2.8	1.8	C[C@H](CO)N1C[C@H](C)[C@@H](CN(C)C(=O)Nc2ccc(F)cc2)OCCCC[C@H](C)Oc2ccc(N(C)C)cc2C1=O
4.3	1.6	0.0	.	-1.6	-2.0	-1.7	COc1ccc(Cn2ccnc2SCC(=O)Nc2cccc(NC(C)=O)c2)cc1
6.7	0.0	0.9	-2.6	1.6	7.9	-1.3	Cc1cc(C)cc(NC(=O)N2CCN(Cc3ccc4c(c3)OCO4)CC2)c1
-11.8	2.5	-2.0	-15.9	0.2	-6.6	-5.3	CNc1ncnc2c1ncn2[C@H]1CN(Cc2ccc(-c3ccccc3)cc2)C[C@@H](CO)O1
30.4*	2.4	0.7	-14.7[16.7 µM]	2.7	-2.7	1.5	Cc1noc(C)c1NC(=O)Nc1ccc2c(c1)C(=O)N([C@@H](C)CO)C[C@@H](C)[C@@H](CN(C)Cc1ccc(Cl)c(Cl)c1)OCCCC[C@@H](C)O2
-2.0	-3.3	1.4	.	-3.4	4.6	-4.1	NC(=O)c1nsc(C(=O)N(c2cccc(F)c2)C(C(=O)NC2CCCC2)c2ccc(O)cc2)c1N (configuration not stated)
8.2	3.6	7.1	.	0.5	-11.2	1.1	C/C=C/c1ccc([C@@H]2[C@H](CO)N(CCC(F)(F)F)C23CN(C(=O)CC)C3)cc1

Rewritten with two lines to a compound: part of the list above.
Each structure is followed by: DENV2 CPE | CFTR F508del cor | ERp5 block | miR122 inh | CASP6 VEID inh | ERAP1 HTS inh | SIRT5 block
> CCOC(=O)C1CCN(S(=O)(=O)c2ccc(Cl)s2)CC1
→ -4.1 | 0.6 | -0.2 | -6.7 | 0.5 | 1.0 | 0.5
> Cn1sc(NC(=O)c2ccc(Cl)cc2)nc1=O
→ . | . | 3.7 | -0.7 | -3.1 | 2.1 | 0.8
> C=CCN1C(=O)/C(=C/c2ccc(OC(C)=O)c(OCC)c2[N+](=O)[O-])SC1=S
→ -2.8 | -2.8 | -5.2 | . | -1.0 | -1.6 | -0.4

Later entries:
DENV2 CPE	CFTR F508del cor	ERp5 block	miR122 inh	CASP6 VEID inh	ERAP1 HTS inh	SIRT5 block	Compound
1.8	2.8	-4.5	-5.3	0.0	7.2	7.5	COc1cccc(-c2cc(C(F)(F)F)n3nc(C(=O)Nc4c(C)n(C)n(-c5ccccc5)c4=O)cc3n2)c1
.	1.6	2.4	-1.2	-2.8	2.8	-2.7	Cc1ccnc(NC(=O)CCNC(=O)c2ccc(Cl)cc2)c1
1.4	1.2	-8.7	0.3	-2.0	-1.1	-6.0	CCOc1ccc(NC(=O)CC2Nc3ccccc3NC2=O)cc1 (configuration not stated)
-0.2	0.6	-2.5	0.0[16.7 µM]	0.4	-0.9	-0.8	O=C(CC(F)(F)F)N1C[C@H]2[C@@H](c3ccccc31)[C@@H](CO)N2C(=O)C1CCCC1
-1.0	.	-0.5	12.9	1.2	0.6	3.5	CCOc1ccc(S(=O)(=O)NCc2ccc(OC)cc2)c2cccnc12
-3.8	-0.6	-0.5	4.7[16.7 µM]	2.0	-1.2	4.9	COc1cccc(NC(=O)N[C@@H]2C=C[C@@H](CC(=O)NCc3ccncn3)O[C@@H]2CO)c1
2.9	1.8	4.5	.	-3.7	0.6	.	COc1cccc(Nc2ncnc3onc(-c4ccccc4OC)c23)c1
7.5	-1.6	1.8	-1.7	3.1	-2.3	7.2	CCSc1nc2c(c(=O)[nH]1)C(c1cccs1)C(C(=O)OC)=C(C)N2 (configuration not stated)
-5.9	1.5	1.4	0.1	-1.1	-6.3	-0.1	CS(=O)(=O)N(CC(=O)Nc1ccc(F)cc1)C1CCCCC1
.	0.4	?	.	-0.7	-2.4	.	CCOC(=O)C1=C(CC)Nc2ccccc2N=C1NC(=O)c1ccc(S(=O)(=O)N2CCOCC2)cc1
6.0	0.6	-1.4	-3.4	53.8*	20.6	-2.4	CCc1ccc2c(c1)C(NC(C)=O)C(=O)N2CCN1CCOCC1 (configuration not stated)
14.1	-2.6	0.3	0.3[16.7 µM]	-0.6	-3.0	2.4	CCC(=O)Nc1ccc2c(c1)C(=O)N(C)[C@H]1CC[C@H](CC(=O)NCCOC)O[C@@H]1CO2
-1.2	-2.8	-3.6	22.9	3.3	-4.2	-0.2	CC(C)CNc1c(N)n(CC(C)C)c(=O)[nH]c1=O
-10.3	-1.3	2.2	-2.4	-5.1	0.5	-2.0	CCOCCCn1c(SCC(=O)N2CCOCC2)nc2ccccc2c1=O
5.5	-0.7	-0.4	2.9[16.7 µM]	1.5	3.8	-1.8	CN(C)c1ccc2c(c1)[C@@H]1C[C@@H](CC(=O)NCc3cccc(F)c3)O[C@H](CO)[C@@H]1O2
-10.6	.	-1.8	.	-0.9	0.5	0.4	Cc1ccc(-c2nsc(SCC(=O)NCc3ccc4c(c3)OCO4)n2)cc1
12.4	0.0	-3.1	8.4[16.7 µM]	-1.7	-2.3	4.7	C[C@@H]1CCCCO[C@@H](CN(C)S(=O)(=O)c2cn(C)cn2)[C@@H](C)CN([C@@H](C)CO)C(=O)c2cc(NC(=O)C3CCCCC3)ccc2O1
5.1	-4.8	1.1	-4.3[16.7 µM]	-1.8	-0.2	-0.9	O=C(C[C@@H]1CC[C@H]2[C@@H](COC[C@@H](O)CN2CCc2ccccc2)O1)NCCCN1CCOCC1
-3.5	-0.2	3.4	-0.2	1.6	-3.4	-1.6	CS(=O)(=O)N1CCc2cc(C(=O)Nc3ccc(Cl)cc3)ccc21
12.2	-3.2	-8.5	4.6	-1.0	3.7	-3.4	OC[C@@H]1CN(Cc2ccccc2)C[C@H](n2cnc3c(N4CCN(c5ccccc5)CC4)ncnc32)O1
-5.8	-3.5	1.6	.	-1.1	-3.2	2.9	COc1ccc(NC(=O)c2ccccc2-c2ccccc2)cc1
-3.4	-3.5	0.0	.	.	.	-2.0	CCC(=O)N1CC(=O)N2[C@@H](CO)[C@H](c3ccc(-c4ccc(C(=O)N(C)C)cc4)cc3)[C@@H]2C1
-0.5	-4.9	1.2	.	1.0	-6.3	0.3	Cc1c(C(=O)NCc2ccccn2)oc2ccc(S(=O)(=O)N3CCC4(CC3)OCCO4)cc12
-11.1	1.6	-1.6	.	0.9	-2.5	.	COc1cc(C2C(C(N)=O)=C(C)Nc3nc(CCCO)nn32)cc(OC)c1OC (configuration not stated)
10.9	-0.5	-7.4	-1.6	8.5	3.7	-0.1	COc1cc(/C=C/c2[nH]c(=O)[nH]c(=O)c2[N+](=O)[O-])cc(OC)c1O
-7.3	1.0	1.2	-3.6	-1.5	1.8	0.1	CCOc1ccc(NC(=O)COc2coc(CN3CCc4ccccc4C3)cc2=O)cc1
9.5	0.4	-3.7	-6.8[16.7 µM]	-1.1	-2.3	3.0	C[C@@H]1CCCCO[C@@H](CN(C)S(=O)(=O)c2ccc(F)cc2)[C@H](C)CN([C@@H](C)CO)C(=O)c2cc(NC(=O)CCC(F)(F)F)ccc2O1
-4.1	-13.1	3.7	2.8	-0.8	-2.4	-4.7	O=C(Nc1cccc(S(=O)(=O)N2CCCCC2)c1)c1ccc([N+](=O)[O-])o1
-8.7	7.2	-0.1	.	1.3	2.7	-3.9	O=C(NCC(=O)N1CC=C(c2ccccc2)CC1)c1ccco1
1.5	2.0	-7.5	.	-1.8	-2.0	.	c1ccc(-c2ncnc3ccccc23)cc1
-8.2	-3.2	0.0	-6.6	1.2	8.0	0.1	COc1cc(-c2cc(NC=O)c3ncc(-c4cccc(C(=O)N(C)C)c4)n3c2)cc(OC)c1OC
-2.7	-1.6	-1.4	0.2	2.3	.	.	COc1ccc(C(=O)Oc2cc(OC)cc(OC)c2C(C)=O)cc1
-0.9	0.4	-4.9	-5.5	3.2	-6.8	.	CC(=O)c1ccc(Cl)c(Cl)c1Cl
7.5	0.4	1.4	-8.9	-0.9	9.8	-2.0	Cc1ccc2cc(CCNC(=O)C(=O)c3c(C)[nH]c4ccccc34)c(=O)[nH]c2c1
0.7	1.4	-3.2	3.5[16.7 µM]	.	-0.3	-5.4	CO[C@@H]1CN(C)C(=O)c2ccc(NS(=O)(=O)c3ccccc3C)cc2OC[C@@H](C)NC[C@H]1C
5.6	-2.6	1.7	-5.7	1.5	-1.2	-5.7	COc1cc(CN2CCN(Cc3cn(C)c4ccccc34)CC2CCO)cc(OC)c1 (configuration not stated)
-5.7	-0.8	0.5	.	1.2	-0.2	-1.1	COc1ccc(/C=C(\C#N)C(=O)OCC(=O)NCc2ccccc2OC)cc1
9.5	-3.1	-2.9	-1.3[16.7 µM]	-2.7	-5.0	1.6	C[C@@H]1CCCCO[C@H](CN(C)S(=O)(=O)c2cn(C)cn2)[C@@H](C)CN([C@H](C)CO)C(=O)c2cc(NC(=O)NC3CCCCC3)ccc2O1
86.4*	.	-4.1	-1.6	-2.1	-2.6	4.6	Fc1ccc(F)c(C2=NNC(=Nc3ccccc3F)SC2)c1
